PI4K2A block: inhibitors of human PI4K2A; Q9BTU6; purified PI4K2A, ADP-Glo luminescence, 1 h; hits give low values; activity change, negative = inhibition, % at 76.9 µM; 0.13% of 420,000 active; AID 1346378; in the data active = activity change below about -50%; inconclusive = mostly about -30% to -49%;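 also: -100% = wells without enzyme as full effect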
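In this quantitative HTS, ADP production by PI4K2A was quantified luminescently after 1 h at ambient temperature; 100 microM adenosine served as plate-quality control.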
mIDH1 inhibitor: inhibitors of human mutant IDH1 R132H; 0.093% of 390,000 active; IDH1-R132H enzyme, NADPH consumption, diaphorase/resazurin fluorescence; O75874; Potency, µM (doses to about 76.6 µM), for the others: at the top dose activity change, negative = inhibition, most hits filed as inhibitors; also: potency is read from the fitted curve at half-maximal effect; nearly all actives have a fitted effect of over 65% in size
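IDH1-R132H (0.5 ug/mL) preincubated 30 min with compound, then NADPH (0.016 mM) and alpha-KG (2 mM) added; 80 min at RT, pH 7.5. Remaining NADPH coupled via diaphorase/resazurin to fluorescence (540/590 nm); concentration-response curves normalized to no-enzyme control.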
USP1-UAF1 inh: inhibitors of human USP1/UAF1 deubiquitinase; recombinant USP1/UAF1, Ub-Rhodamine cleavage fluorescence; Potency, µM (highest dose often 57.1 µM), without a hit: at the highest dose activity change, negative = inhibition, actives largely listed as inhibitors; 0.23% of 390,000 active; also: potency is read from the fitted curve at half-maximal effect; nearly all actives have a fitted effect of over 60% in size; inactives centre near -12
Target sequence (O94782 whole entry, looked up): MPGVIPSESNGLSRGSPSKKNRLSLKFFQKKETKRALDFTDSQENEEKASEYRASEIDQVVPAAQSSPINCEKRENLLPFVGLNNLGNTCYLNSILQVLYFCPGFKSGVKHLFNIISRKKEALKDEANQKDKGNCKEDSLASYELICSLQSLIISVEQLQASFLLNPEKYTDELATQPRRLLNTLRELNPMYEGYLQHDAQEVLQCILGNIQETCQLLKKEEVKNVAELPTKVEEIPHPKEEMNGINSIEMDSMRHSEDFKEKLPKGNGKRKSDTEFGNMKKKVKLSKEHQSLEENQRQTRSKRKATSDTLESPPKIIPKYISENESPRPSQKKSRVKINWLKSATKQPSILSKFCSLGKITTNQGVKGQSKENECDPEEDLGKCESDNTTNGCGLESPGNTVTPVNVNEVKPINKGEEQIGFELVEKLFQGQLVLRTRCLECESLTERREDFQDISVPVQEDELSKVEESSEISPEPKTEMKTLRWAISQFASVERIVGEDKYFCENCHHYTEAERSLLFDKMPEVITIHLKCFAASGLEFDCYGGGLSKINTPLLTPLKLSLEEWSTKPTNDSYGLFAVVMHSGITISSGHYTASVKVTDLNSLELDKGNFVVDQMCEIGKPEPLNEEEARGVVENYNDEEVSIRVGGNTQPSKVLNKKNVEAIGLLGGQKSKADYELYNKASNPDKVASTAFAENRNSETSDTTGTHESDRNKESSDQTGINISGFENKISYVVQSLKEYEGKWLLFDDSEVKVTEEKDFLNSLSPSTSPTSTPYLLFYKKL
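USP1/UAF1 complex at 1 nM was preincubated with compound for 15 min at room temperature, then Ub-Rho substrate (150nM final) was added. Fluorescence (480/540 nm) was read kinetically, 6 reads every 60 seconds.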
* marks the source's active call; other numbers are inactive results; ? = inconclusive. Unless noted, calls follow the shape of the dose curve; as a rule, active = well fitted inhibition curve with a large enough effect; inconclusive = small, poorly fitted or top-dose-only effect; inactive = no such curve, though single readings can be large or run the other way. Unless noted, % is scaled to controls: 0 for no effect and ±100 for the full control effect. An excerpt (hit frequency here may not be typical).

1. Cc1noc(C)c1NC(=O)Nc1ccc2c(c1)C(=O)N([C@H](C)CO)C[C@@H](C)[C@@H](CN(C)S(=O)(=O)c1cn(C)cn1)OCCCC[C@H](C)O2
2. COc1ccc(Cn2ccnc2SCC(=O)Nc2ccc(F)cc2F)cc1
3. CCOC(=O)c1cc(-c2sc(NC(=O)c3ccccc3)nc2C)n(-c2ccc(Br)cc2)n1
4. O=C1[C@H]2[C@@H](c3ccc(C(F)(F)F)cc3)N[C@]3(CCCN(Cc4ccc(F)cc4)C3=O)[C@H]2C(=O)N1Cc1ccccc1
5. COc1ccccc1NC(=O)Nc1ccnn1C1CCN(C(=O)C2CCOC2)CC1 (stereo unspecified)
6. COc1ccc(C(C#N)CC(=O)c2ccc(OC)c(OCc3ccccc3)c2)cc1OC (stereo unspecified)
7. Cc1ccc(C(=O)NC(=S)c2c(C)cc3ccccn23)cc1
8. Cc1cccc(CNC(=O)C2CCC(=O)N(CC3CCCCC3)C2)c1 (stereo unspecified)

screen / no.,1,2,3,4,5,6,7,8
PI4K2A block,0,-2,-15,0,-2,-2,-2,3
mIDH1 inhibitor,-3%,1%,-4%,-5%,3%,-4%,8%,-2%
USP1-UAF1 inh,-33%,-14%,8%,?,?,-30%,-30%,-15%

9. CC1(c2ccc3c(c2)OCCCO3)NC(=O)N(CC(=O)NCCc2ccc(F)cc2)C1=O (stereo unspecified)
10. CCn1c(CN2CCC(C)CC2)nc2cc(S(=O)(=O)N3CCCCC3)ccc21
11. CC(=O)Nc1ccc(S(=O)(=O)NCCC(=O)NCc2ccco2)cc1
12. CC(C)COC(=O)N(C)C[C@@H]1OCc2cnnn2CCCC(=O)N([C@@H](C)CO)C[C@@H]1C
13. COc1ccc(S(=O)(=O)N(C)C)cc1NC(=O)COc1ccc2c(c1)CCC2
14. C[C@@H]1CN([C@@H](C)CO)C(=O)c2cc(NC(=O)C3CCCCC3)ccc2O[C@@H](C)CCCCO[C@H]1CN(C)S(=O)(=O)c1ccc(Cl)cc1
15. Cn1c(=O)c2c(ncn2CC(=O)OCC(=O)NCc2ccc(F)cc2)n(C)c1=O
16. C[C@H]1CN([C@@H](C)CO)C(=O)c2cc(Br)cnc2O[C@H]1CN(C)Cc1ccc(Oc2ccccc2)cc1

screen / no.,9,10,11,12,13,14,15,16
PI4K2A block,1,-1,6,-2,2,-8,1,-6
mIDH1 inhibitor,-3%,-3%,0%,-2%,13%,-2%,-4%,-4%
USP1-UAF1 inh,-26%,-23%,-20%,0%,-19%,-10%,-14%,9%

17. COc1ccc(CCNC(=O)CSC2=NS(=O)(=O)c3cc(F)ccc3N2)cc1OC
18. CCn1cc(/C=C(\NC(=O)c2cc(OC)c(OC)c(OC)c2)C(=O)N2CCOCC2)c2ccccc21
19. O=C(/C=C/c1cccc(Cl)c1)OCC(=O)c1ccc[nH]1
20. COc1ccc(-c2ccc(CN3C(C(C)C)C(=O)N(Cc4cn(CC5CCCCC5)nn4)CCS3(=O)=O)cc2)cc1OC (stereo unspecified)
21. CC1C2CCC(C2)C1OC(=O)c1ccccc1C(=O)O (stereo unspecified)
22. COc1cccc(C(=O)c2ccccc2NC(C)=O)c1
23. CN(c1ccc(C(=O)NCC2CCCO2)cc1)S(=O)(=O)c1ccc(Cl)cc1 (stereo unspecified)
24. [O-][N+](=Cc1ccccc1)CC1(O)CCCCC1

screen / no.,17,18,19,20,21,22,23,24
PI4K2A block,-7,-2,-3,0,-2,-3,2,0
mIDH1 inhibitor,16%,6%,-3%,2%,12%,-1%,5%,16%
USP1-UAF1 inh,-3%,-15%,-4%,-8%,-16%,?,?,1%

25. COc1ccc(-c2ccc(CN3C(C(C)C)C(=O)N(Cc4cn(Cc5ccco5)nn4)CCS3(=O)=O)cc2)cn1 (stereo unspecified)
26. C[C@@H]1CN([C@@H](C)CO)C(=O)CCCn2cc(nn2)CO[C@H]1CN(C)S(=O)(=O)c1ccc(-c2ccccc2)cc1
27. Cc1ccc(S(=O)(=O)N(C)C[C@H]2OCCCC[C@@H](C)Oc3ccc(N(C)C)cc3C(=O)N([C@H](C)CO)C[C@@H]2C)cc1
28. Cc1ccc(S(=O)(=O)N(C)C[C@H]2Oc3ncc(Br)cc3C(=O)N([C@H](C)CO)C[C@@H]2C)cc1
29. C[C@@H]1CCCCO[C@H](CN(C)S(=O)(=O)c2cn(C)cn2)[C@@H](C)CN([C@H](C)CO)C(=O)c2cc(NC(=O)c3ccncc3)ccc2O1
30. C[C@@H]1CN([C@H](C)CO)C(=O)CCCn2nncc2CO[C@@H]1CN(C)S(=O)(=O)c1ccccc1C#N
31. COc1ccc(Cc2nc3ccc(C(=O)N4CCC(C(N)=O)CC4)cc3o2)cc1
32. C[C@@H]1CN([C@@H](C)CO)C(=O)c2cc(Br)cnc2O[C@H]1CN(C)C(=O)Nc1ccc2c(c1)OCO2

screen / no.,25,26,27,28,29,30,31,32
PI4K2A block,-5,0,6,2,2,7,-3,-1
mIDH1 inhibitor,2%,2%,15%,5%,0%,9%,-7%,-4%
USP1-UAF1 inh,-12%,-24%,-27%,-2%,-28%,1%,-9%,-17%

Another view of some results above:
The line under a structure holds: PI4K2A block, mIDH1 inhibitor, USP1-UAF1 inh
25. COc1ccc(-c2ccc(CN3C(C(C)C)C(=O)N(Cc4cn(Cc5ccco5)nn4)CCS3(=O)=O)cc2)cn1 (stereo unspecified)
→ -5, 2%, -12%
30. C[C@@H]1CN([C@H](C)CO)C(=O)CCCn2nncc2CO[C@@H]1CN(C)S(=O)(=O)c1ccccc1C#N
→ 7, 9%, 1%

The results go on:
33. O=C(Cn1cc(C(=O)C(=O)N2CCOCC2)c2ccccc21)Nc1cccc(C(F)(F)F)c1
34. CN1CCn2cnc(C(=O)N[C@@H](Cc3ccccc3)C(=O)OC(C)(C)C)c2C1=O
35. COc1cc(-c2nnc(NC(=O)CS(=O)(=O)c3ccc(Cl)cc3)o2)cc(OC)c1OC
36. CC1CCCN(C(=O)c2ccc3c(=O)n4nc(Nc5ccccc5)sc4nc3c2)C1 (stereo unspecified)
37. Cc1ccccc1S(=O)Cc1ccc(C(=O)N2CCN(C3CCCCC3)CC2)o1 (stereo unspecified)
38. CCCOc1ccc(C(=O)NC(=S)N2CCN(c3ncc4c(=O)c(C(=O)O)cn(CC)c4n3)CC2)cc1
39. C[C@H](CO)N1C[C@H](C)[C@H](CN(C)Cc2cncnc2)Oc2cc(Br)ccc2S1(=O)=O
40. Cc1ccc([C@@H]2C[C@H]3[C@@H](CN2S(=O)(=O)c2ccc(Cl)cc2)C(=O)C[C@@H](c2ccc(C)cc2)N3S(=O)(=O)c2ccc(Cl)cc2)cc1

screen / no.,33,34,35,36,37,38,39,40
PI4K2A block,0,8,-14,0,1,0,8,-3
mIDH1 inhibitor,4%,-2%,5%,10%,5%,-18%,-3%,0%
USP1-UAF1 inh,-15%,?,7%,-13%,3%,-22%,?,-2%

41. O=C(Nc1cccc([N+](=O)[O-])c1)c1ccc([N+](=O)[O-])o1
42. COc1ccc(-c2noc(CCC(=O)NC3CCCCCC3)n2)cc1OC
43. O=C(COC(=O)c1cc(S(=O)(=O)N2CCOCC2)ccc1Cl)Nc1ccc(Cl)cn1
44. Cc1nn(CC(C)C)c(Cl)c1C(=O)NCC1CCCO1 (stereo unspecified)
45. O=Cc1c[nH]c2ccc(S(=O)(=O)N3CCCCC3)cc12
46. O=C1CC2CCCC(C1)S2=O (stereo unspecified)
47. O[C@@H]1CN(CC2CCCCC2)[C@@H](c2ccccc2)C[C@H]1n1cc(C2CC2)nn1
48. CCc1noc(C)c1C(=O)N1CCN(c2cccc(Cl)c2)CC1

screen / no.,41,42,43,44,45,46,47,48
PI4K2A block,-1,3,0,1,4,5,4,-1
mIDH1 inhibitor,1%,-2%,2%,14%,-9%,-3%,-1%,0%
USP1-UAF1 inh,-6%,-3%,-24%,-25%,-18%,-15%,?,-16%

49. O=C(c1ccc(N2CCCC2=O)cc1)N1CCN(c2ccc(C(F)(F)F)cc2[N+](=O)[O-])CC1
50. C[C@H]1CN([C@@H](C)CO)C(=O)c2cc(Br)cnc2O[C@H]1CN(C)C(=O)Cc1ccccn1
51. O=S1(=O)CC(N2CCCCC2)C1CN1CCCCC1 (stereo unspecified)
52. CC1=C(C(=O)N2CCOCC2)CC(CC(=O)NC(c2ccccc2)c2ccccc2)C(=O)N1Cc1ccc(F)cc1 (stereo unspecified)
53. CC(C)(C)Cc1c(-c2ccc(Br)cc2)nc2ccc(Br)cn12
54. Cc1ccc(C)c(NC(=O)COC(=O)c2ccc(S(=O)(=O)N3CCCC3)cc2)c1
55. O=C(NNC(=O)c1ccccc1-n1cccc1)c1cccnc1
56. O=C(NC1CCN(Cc2ccccc2)CC1)c1ccc(CS(=O)c2ccccc2Cl)o1 (stereo unspecified)

screen / no.,49,50,51,52,53,54,55,56
PI4K2A block,2,3,1,2,-1,2,-3,-2
mIDH1 inhibitor,-1%,2%,1%,7%,3%,-3%,0%,10%
USP1-UAF1 inh,-16%,-20%,0%,-22%,?,5%,-24%,-18%

57. Cc1ccc(S(=O)(=O)N2CC3(O)CN(C(=O)OC(C)C)N(C(=O)OC(C)C)CC3(OC(=O)Nc3c(C)noc3C)C2)cc1 (stereo unspecified)
58. OC(c1ccccc1)C(NCc1ccccc1)c1ccccc1 (stereo unspecified)
59. O=C(CNC(=O)c1ccc(Br)cc1)OC1CCOC1=O (stereo unspecified)
60. O=C(Oc1ccccc1)N1CCCCC1
61. O=C(C=CC=Cc1ccccc1)c1ccc([N+](=O)[O-])cc1
62. CCC(=O)N(Cc1cc2cc(OC)ccc2[nH]c1=O)c1ccccc1OC
63. Cc1ccc([C@H]2C[C@H](n3cc(-c4ccc(F)cc4)nn3)[C@@H](O)CN2CC2CCCCC2)cc1
64. CC(C)Cn1c(SCC(=O)NC2CC2)nc2ccc(Cl)cc2c1=O
65. O=C(NCCCn1cccn1)c1cc(COc2ccccc2)on1

screen / no.,57,58,59,60,61,62,63,64,65
PI4K2A block,-2,2,-2,-1,5,-2,-3,0,-5
mIDH1 inhibitor,2%,-4%,7%,5%,9%,0%,0%,16%,4%
USP1-UAF1 inh,-18%,-20%,?,-4%,-17%,-2%,?,-26%,-19%

In the list so far, 10 contain a Cl atom.
14. C[C@@H]1CN([C@@H](C)CO)C(=O)c2cc(NC(=O)C3CCCCC3)ccc2O[C@@H](C)CCCCO[C@H]1CN(C)S(=O)(=O)c1ccc(Cl)cc1
19. O=C(/C=C/c1cccc(Cl)c1)OCC(=O)c1ccc[nH]1
23. CN(c1ccc(C(=O)NCC2CCCO2)cc1)S(=O)(=O)c1ccc(Cl)cc1 (stereo unspecified)
35. COc1cc(-c2nnc(NC(=O)CS(=O)(=O)c3ccc(Cl)cc3)o2)cc(OC)c1OC
40. Cc1ccc([C@@H]2C[C@H]3[C@@H](CN2S(=O)(=O)c2ccc(Cl)cc2)C(=O)C[C@@H](c2ccc(C)cc2)N3S(=O)(=O)c2ccc(Cl)cc2)cc1
43. O=C(COC(=O)c1cc(S(=O)(=O)N2CCOCC2)ccc1Cl)Nc1ccc(Cl)cn1
44. Cc1nn(CC(C)C)c(Cl)c1C(=O)NCC1CCCO1 (stereo unspecified)
48. CCc1noc(C)c1C(=O)N1CCN(c2cccc(Cl)c2)CC1
56. O=C(NC1CCN(Cc2ccccc2)CC1)c1ccc(CS(=O)c2ccccc2Cl)o1 (stereo unspecified)
64. CC(C)Cn1c(SCC(=O)NC2CC2)nc2ccc(Cl)cc2c1=O

screen / no.,14,19,23,35,40,43,44,48,56,64
PI4K2A block,-8,-3,2,-14,-3,0,1,-1,-2,0
mIDH1 inhibitor,-2%,-3%,5%,5%,0%,2%,14%,0%,10%,16%
USP1-UAF1 inh,-10%,-4%,?,7%,-2%,-24%,-25%,-16%,-18%,-26%

Source: PubChem
